# NOD2 inhibition – inhibition of NOD2-driven NF-kB reporter – cell-based, luminescence, uHTS, HEK293 (AID 1566); HEK293 NOD2/NF-kB luciferase reporter, luminescence; higher % means a stronger effect; inhibition, % at 4 µM, or EC50 in µM where a hit was titrated; 0.63% of 290,000 active; note: many of its hits are not listed in these tables
# SIAH1 antagonists – Siah-1 peptide-binding antagonists, primary screen, biochemical, fluorescence polarization, rhodamine-plectin, uHTS (AID 1817) | Siah-1 / rhodamine-plectin peptide fluorescence polarization; higher % means a stronger effect | one-dose displacement, % at 20 µM; IC50 in µM for titrated hits | 0.02% of 290,000 active;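 active = displacement of at least 50% at 20 µM, with a fluorescence ratio check between 0.3 and a set limit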;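 note: plate controls were Siah plus tracer with DMSO for no effect and tracer alone without Siah for full effect; strong numbers were not always called active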
# Hep lipid drop – modulators of hepatic lipid droplet formation. AID 1656. AML12 mouse hepatocytes, oleate lipid droplets, BODIPY imaging. inhibition, % at 6.5 µM. 0.4% of 240,000 active;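 active = lipid droplet intensity inhibited by at least 50%, with more than 500 cells counted; inconclusive = wells with under 300 cells, treated as cytotoxic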
#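 Material – AML12 mouse liver cells · Also added – oleate loading, 100 µM · Compound dosing – 6.5 µM single-point dosing · Times – overnight treatment with compound plus oleate · Measured by – fluorescence imaging, 20x objective, two fields per well · Read-out – percent inhibition of filter-corrected integrated lipid droplet intensity per well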
# M17LAP inhibition – P. falciparum M17LAP inhibitors, primary screen, biochemical, fluorogenic H-Leu-NHMec substrate, 1536-well (AID 1619) | recombinant M17LAP, H-Leu-NHMec fluorogenic kinetic assay; higher % means a stronger effect | one-dose inhibition, % at 30 µM; IC50 in µM for titrated hits | 0.38% of 220,000 active;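 active = compound inhibiting the enzyme by more than half at any dose during confirmatory dose-response retesting; inconclusive = strong single-dose inhibitors picked by rank but not retested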;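 note: plate controls were full reaction with DMSO carrier for no effect and no enzyme background for full effect; strong numbers were not always called active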
# CSM14.1 death rescue – rescue of cells from ER stress-induced death, primary screen, 384-well, CSM14.1, thapsigargin, ATP luminescence (AID 1222) | one-dose cellular ATP content (survival), % at 20 µM; EC50 in µM for titrated hits | CSM14.1 thapsigargin-induced death rescue, ATP luminescence; higher % means a stronger effect | 190,000 tested, under 10 active;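 active = EC50 below 50 µM in the dose-response confirmation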;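 note: death triggered by thapsigargin at about 15 µM added after 2 h compound pretreatment; cell ATP read after overnight thapsigargin exposure of roughly 18 to 22 hours; normalized against plate controls of thapsigargin alone and 5% DMSO vehicle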
# M1AAP inhibition – P. falciparum M1AAP inhibitors, biochemical, fluorogenic H-Leu-NHMec substrate, 1536-well (AID 1445) | recombinant M1AAP, H-Leu-NHMec fluorogenic kinetic assay; higher % means a stronger effect | one-dose inhibition, % at 30 µM; IC50 in µM for titrated hits | 0.42% of 220,000 active;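 active = primary inhibition above the hit cutoff, then over 50% inhibition at one or more dose response concentrations, cut at about 23% in these data, passing the limit was not always enough; inconclusive = conflicting primary data, or primary hits not chosen for dose response; inactive = low primary inhibition, or under 50% at every dose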;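 note: plate controls were DMSO full reaction for no effect and no enzyme background for full effect; strong numbers were not always called active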
# LYP inhibition – PTPN22 lymphoid phosphatase activity blockers – biochemical, fluorescence intensity, uHTS (AID 1779) | one-dose inhibition, % at 11.5 µM; IC50 in µM for titrated hits | 0.054% of 290,000 active | recombinant LYP phosphatase, fluorescence intensity; higher % means a stronger effect;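 note: plate controls were vehicle with enzyme for no effect and no enzyme for full effect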
# AID2073 – inhibitors of Mint1-CaV2.2 protein interaction, biochemical, HTRF (AID 2073). HTRF protein-protein interaction, Mint1-CaV2.2; higher % means a stronger effect. inhibition, % at 20 µM, or IC50 in µM where a hit was titrated. 0.19% of 290,000 active; in the data active = inhibition mostly above about 51%, no sharp cut-off; inconclusive = no clear call, values can overlap the other calls; inactive = mostly below about 53%; note: some results filed as inactive read as strong as hits
# XIAP displacement – small molecules displacing peptide from XIAP – biochemical, IAP family, fluorescence polarization (AID 1018); XIAP BIR domain, fluorescence polarization peptide displacement; higher % means a stronger effect; 0.007% of 200,000 active; displacement, % at 20 µM; hits with a dose series show IC50 in µM; in the data active = displacement above about 50%; note: a part of the inactive calls stands beside numbers as strong as those of hits
# Hep lipid drop cells 6.5 µM – second read-out of Hep lipid drop, no call of its own (marks repeat the call); cell count; measured here: cell count, cytotoxicity flag;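 cells counted across two imaged fields per well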
# * marks the source's active call; other numbers are inactive results; ? = inconclusive; . = not tested or not shown. Cut-off read from the data, not from the text of the source, unless noted: active = inhibition above about 50%; inactive = the rest. This is a subset. The share of hits here may be higher or lower than overall.
SMILES,NOD2 inhibition,SIAH1 antagonists,Hep lipid drop,Hep lipid drop cells 6.5 µM,M17LAP inhibition,CSM14.1 death rescue,M1AAP inhibition,LYP inhibition,AID2073,XIAP displacement
CCN1CCN(c2ncnc3scc(-c4ccc(OC)cc4)c23)CC1,9%,-3%,-2,412,.,.,.,-4%,8%,.
Cc1ccc(C)c(OCC(=O)NC2CCCCCC2)c1,-1%,0%,-7,676,.,.,.,-3%,15%,.
COc1ccc(N2CC(C(=O)NCCC3=CCCCC3)CC2=O)cc1 (stereo not drawn),3%,1%,.,.,14%,-0.7%,11%,1%,30%,-4.3%
Cc1nc2ccc(NC(=O)COc3ccccc3[N+](=O)[O-])cc2s1,-26%,10%,17,696,-13%,-0.5%,-3%,-8%,32%,-2.2%
CCOc1ccc(-c2ccc(SCC)nn2)cc1,-131%,2%,0,700,-2%,-4.1%,0%,-5%,7%,-4.5%
CC(C)(C)C1CCC(C(=O)OCC(=O)c2ccc[nH]2)CC1 (stereo not drawn),-10%,2%,-1,638,-5%,-3.7%,3%,7%,12%,-1.1%
CCN(CC(=O)NC(C)(C)C)C(=O)CN1c2cccc3cccc(c23)S1(=O)=O,6%,0%,3,845,.,.,.,-7%,0%,.
Cc1ccccc1C(=O)Nc1nc2c(C)csc2c(=O)s1,33%,23%,8,658,8%,.,2%,-1%,18%,.
O=C(N/N=C/c1ccc[nH]1)c1ccc(COc2cccc3cccnc23)cc1,-79%,-7%,0,672,0%,-0.6%,6%,-1%,34%,-3.2%
Cc1cccc(NS(=O)(=O)c2cccc3nonc23)c1,8%,-11%,-4,692,17%,-0.5%,4%,-6%,28%,1.2%
CCCCOc1ccc(S(=O)(=O)N2CCCCCC2)cc1,-30%,5%,-12,789,-7%,1.8%,1%,-5%,14%,-2.2%
CC1Cn2c(nnc2-c2ccc(F)cc2)S1 (stereo not drawn),-1%,-2%,-2,652,.,-2.1%,.,-1%,-5%,-8.6%
O=C(CN1C(=O)c2ccccc2S1(=O)=O)NCCSc1ccccc1,8%,2%,.,.,5.5µM*,2.5%,3%,-9%,5%,-1.4%
O=[N+]([O-])c1cnn(-c2nc(-c3ccco3)cc(C(F)(F)F)n2)c1,-5%,16%,5,775,0%,0.4%,-2%,-6%,-3%,-10%
O=C(COC(=O)c1ccc(Cl)nc1)Nc1ccc2c(c1)OCO2,8%,-4%,-12,723,19%,-0.3%,-1%,-2%,7%,-1.5%
CCCCC1=CC2=CC(=O)C(C)(OC(=O)CC)C(=O)C2=CN1CC(C)C (stereo not drawn),18%,5%,.,.,2%,.,8%,-2%,5%,.
Cc1cc(C)nc(NCCO)n1,-8%,-4%,81*,710*,-8%,1.8%,2%,-7%,?,4.2%
Cc1nc(SCC(=O)N2CCC(C(N)=O)CC2)n[nH]1,12%,2%,4,664,-6%,.,4%,-2%,-8%,0.4%
COC(=O)Nc1c(-c2ccccc2)nc2ccccn12,3%,1%,13,777,-16%,-0.3%,12%,-11%,17%,-4.2%
Nc1nn(S(=O)(=O)c2ccccc2)cc1-c1ccc([N+](=O)[O-])cc1,5%,-7%,2,669,2%,-1.9%,-1%,-3%,11%,-6.3%
O=C(Nc1ccccc1N1CCOCC1)c1ccc2ccccc2n1,-38%,0%,-5,729,-5%,-1.6%,7%,6%,1%,-10%
COc1ccc(/C(N)=N/OC(=O)C2CCC(=O)N2S(=O)(=O)c2ccc(C)cc2)cc1 (stereo not drawn),4%,5%,-3,605,14%,-0.4%,0%,1%,-3%,-4.2%
CCN1CCCC1Cn1cnc2c([nH]c3ccc(OC)cc32)c1=O (stereo not drawn),11%,2%,1,734,-5%,.,1%,-4%,2%,.
CC1(C)Cc2c(C#N)c(OCC(=O)c3ccc(Cl)cc3)nc(-c3ccco3)c2CO1,-9%,2%,1,637,6%,.,4%,2%,15%,-4.9%
O=C(OCCCN1CCCC1)C1(c2ccccc2)CCCC1,-1%,14%,-4,545,6%,.,-8%,-2%,-2%,-2.1%

# One compound at a time (already shown). Screens in order: NOD2 inhibition, SIAH1 antagonists, Hep lipid drop, Hep lipid drop cells 6.5 µM, M17LAP inhibition, CSM14.1 death rescue, M1AAP inhibition, LYP inhibition, AID2073, XIAP displacement
# Record of CCN(CC(=O)NC(C)(C)C)C(=O)CN1c2cccc3cccc(c23)S1(=O)=O = 6%, 0%, 3, 845, ., ., ., -7%, 0%, .
# Record of COc1ccc(N2CC(C(=O)NCCC3=CCCCC3)CC2=O)cc1 (stereo not drawn) = 3%, 1%, ., ., 14%, -0.7%, 11%, 1%, 30%, -4.3%
# Record of Cc1cc(C)nc(NCCO)n1 = -8%, -4%, 81*, 710*, -8%, 1.8%, 2%, -7%, ?, 4.2%
# Record of Cc1ccccc1C(=O)Nc1nc2c(C)csc2c(=O)s1 = 33%, 23%, 8, 658, 8%, ., 2%, -1%, 18%, .

# The listing continues.
SMILES,NOD2 inhibition,SIAH1 antagonists,Hep lipid drop,Hep lipid drop cells 6.5 µM,M17LAP inhibition,CSM14.1 death rescue,M1AAP inhibition,LYP inhibition,AID2073,XIAP displacement
O=C(N/N=C/c1ccncc1)/C(=C/c1ccccc1)NC(=O)c1ccccc1,5%,3%,-5,632,9%,0.4%,7%,0%,-1%,-1.3%
CCOc1ccc(CCNC(=O)c2nnn(CC(=O)Nc3ccc(OC)c(OC)c3)c2N)cc1OCC,21%,0%,4,756,.,.,.,-13%,2%,.
Cc1ccc(N(C(=O)c2csnn2)C(C(=O)NC2CCCCC2)c2ccncc2)c(C)c1 (stereo not drawn),9%,1%,6,754,.,.,.,-6%,2%,.
O=C(Nc1c(C(=O)O)[nH]c2ccccc12)c1cccc(C(F)(F)F)c1,6%,3%,4,718,11%,.,3%,-3%,2%,.
COc1ccc(N/C=C2\CCOC2=O)cc1,-2%,4%,.,.,-2%,2.8%,2%,1%,2%,-2.3%
Oc1[nH]c2ccccc2c1N=Nc1nncc2ccccc12,-36%,3%,1,762,11%,.,14%,-9%,-17%,.
COc1ccc(-n2cnnc2SCC(=O)NCc2cccs2)cc1,12%,0%,16,776,15%,-1.0%,3%,-10%,-3%,-2.8%
Cc1cccc(/C=C2\CS/C(=C\c3cccc(C)c3)C2=O)c1,7%,3%,8,719,15%,-2.6%,9%,6%,-2%,-9.1%
CCOc1ncccc1C(=O)OCC(=O)c1ccc[nH]1,-5%,0%,.,.,-1%,.,0%,-4%,-4%,-1.8%
Cc1ccc(OCC(O)Cn2nc(C)cc2C)cc1 (stereo not drawn),8%,-1%,5,740,15%,1.0%,1%,-5%,-12%,-6.1%
CSc1sc(C(=O)N2CCc3ccccc32)cc1S(=O)(=O)C(C)C,10%,-2%,1,885,.,.,.,-6%,34%,.
CC(=O)Nc1ccc(NC(=O)c2cc(-c3ccc(C)cc3O)n[nH]2)cc1,-23%,-2%,2,802,.,.,.,-1%,17%,.
CCC(=O)Nc1ccc(C(=O)NNC(=O)c2cc(OC)c(OC)c(OC)c2)cc1,-4%,1%,0,717,.,-0.2%,.,2%,2%,-9.2%
Cn1c(=O)n(C)c2cc(/C=C3/NC(=O)N(Cc4ccccc4)C3=O)ccc21,14%,5%,-3,743,4%,-1.2%,7%,-5%,0%,-10%
CCCCN(C(=O)CSc1cc(C)c2ccc(OC)cc2n1)c1c(N)n(Cc2ccccc2)c(=O)[nH]c1=O,15%,27%,0,731,-17%,-5.1%,5%,-6%,0%,-7.2%
O=C(Nc1cccn2ncnc12)c1ccc(Cl)cc1Cl,18%,0%,.,.,19%,-1.3%,3%,-7%,-3%,-3.3%
CCC(=O)NCC(c1cccs1)N1CCOCC1 (stereo not drawn),11%,8%,.,.,-3%,0.6%,-1%,-5%,7%,2.1%
CCCOc1ccc(/C=N/O)cc1,-13%,-1%,.,.,18%,1.8%,6%,-1%,2%,-0.7%
CC(Oc1ccc2c3c(c(=O)oc2c1)CCC3)C(=O)NCC1CCC(C(=O)O)CC1 (stereo not drawn),0%,0%,.,.,.,.,.,-6%,7%,.
O=C(NCC1CCCO1)C1CCN(C(=O)c2ccc(Br)cc2)CC1 (stereo not drawn),23%,-2%,9,698,-1%,-1.8%,1%,22%,0%,-5.2%
C/C=C/c1ccc(OC(C)=O)c(OC)c1,16%,-1%,-25,625,9%,-4.6%,0%,-4%,2%,-3.9%
CC(C)Oc1ccc(C(=O)/C=C2/C(=O)Nc3ccccc32)cc1,-4%,8%,-12,691,.,.,.,-3%,16%,.
Cc1cccc(OCC(=O)NC(=S)N2CCCc3ccccc32)c1,13%,0%,.,.,4%,-0.5%,-2%,-13%,-30%,-6.8%
COc1ccc(CCNC(=O)c2ccc(CNS(=O)(=O)c3cccc(Cl)c3)cc2)cc1OC,7%,-2%,3,713,6%,1.7%,5%,-6%,1%,-20%
CC1CCN(Cc2nc3c(c(=O)n(C)c(=O)n3C)n2CCCc2ccccc2)CC1,-2%,2%,0,636,-7%,0.5%,0%,-2%,-5%,2.8%
# The list continues:
SMILES,NOD2 inhibition,SIAH1 antagonists,Hep lipid drop,Hep lipid drop cells 6.5 µM,M17LAP inhibition,CSM14.1 death rescue,M1AAP inhibition,LYP inhibition,AID2073,XIAP displacement
CSCCCNC(=S)Nc1ccc(N2CCOCC2)cc1,7%,-2%,-2,769,7%,-0.9%,2%,-2%,-18%,-4.0%
O=C1C2C3c4ccccc4C(c4ccccc43)C2C(=O)N1Cc1ccccn1 (stereo not drawn),11%,6%,-1,739,-1%,-0.2%,-2%,-5%,5%,3.0%
O=C(COC(=O)CCc1ccc(S(=O)(=O)N2CCOCC2)cc1)Nc1ccc(Cl)cn1,8%,5%,-1,716,-3%,-0.3%,-3%,-2%,0%,-2.2%
N#Cc1c(-c2ccccc2)ccnc1N1CCOCC1,4%,4%,-1,741,0%,1.5%,6%,-5%,6%,-0.3%
CCCNC(=O)NC(=O)CSc1nc2ccccc2n1CC(C)C,22%,6%,.,.,-1%,1.7%,14%,-7%,41%,-2.6%
COc1ccc(/C=C/C(=O)NC(=S)NNC(=O)c2cccnc2)cc1,12%,-12%,11,556,-1%,0.9%,-8%,-4%,-2%,-2.3%
Cc1cccn2c(=O)c3cc(C#N)c(=O)n(Cc4cccnc4)c3nc12,19%,-2%,.,.,.,-0.1%,.,-25%,13%,-8.6%
CC(OC(=O)C1CCCCC1)C(=O)Nc1cccc(Cl)c1 (stereo not drawn),16%,3%,16,687,-15%,0.6%,-1%,-4%,9%,-5.5%
COc1ccc(CNC(=O)CSc2ncnc3ccccc23)cc1OC,8%,-6%,0,651,13%,-0.5%,14%,-5%,13%,1.0%
COc1ccc(C(=O)NC(=S)Nc2cccc(Cl)c2N2CCOCC2)cc1[N+](=O)[O-],12%,-3%,.,.,-5%,-1.7%,5%,0%,-5%,-0.7%

# High-throughput results as filed in PubChem.
